L3MBTL1 inh – inhibitors of human L3MBTL1; Potency, µM (doses to about 57.1 µM), inactives show at the top dose activity, negative = inhibition, hits mostly inhibitors; 230,000 tested, 0.66% active; Q9Y468; AlphaScreen L3MBTL1–H3K9me1 peptide binding; AID 485360; active = well fitted inhibition curve with a large enough effect; inconclusive = small, poorly fitted or top-dose-only effect; inactive = no such curve, though single readings can be large or run the other way; note: nearly all actives have a fitted effect of over 60% in size
Target sequence (Q9Y468 whole entry, looked up): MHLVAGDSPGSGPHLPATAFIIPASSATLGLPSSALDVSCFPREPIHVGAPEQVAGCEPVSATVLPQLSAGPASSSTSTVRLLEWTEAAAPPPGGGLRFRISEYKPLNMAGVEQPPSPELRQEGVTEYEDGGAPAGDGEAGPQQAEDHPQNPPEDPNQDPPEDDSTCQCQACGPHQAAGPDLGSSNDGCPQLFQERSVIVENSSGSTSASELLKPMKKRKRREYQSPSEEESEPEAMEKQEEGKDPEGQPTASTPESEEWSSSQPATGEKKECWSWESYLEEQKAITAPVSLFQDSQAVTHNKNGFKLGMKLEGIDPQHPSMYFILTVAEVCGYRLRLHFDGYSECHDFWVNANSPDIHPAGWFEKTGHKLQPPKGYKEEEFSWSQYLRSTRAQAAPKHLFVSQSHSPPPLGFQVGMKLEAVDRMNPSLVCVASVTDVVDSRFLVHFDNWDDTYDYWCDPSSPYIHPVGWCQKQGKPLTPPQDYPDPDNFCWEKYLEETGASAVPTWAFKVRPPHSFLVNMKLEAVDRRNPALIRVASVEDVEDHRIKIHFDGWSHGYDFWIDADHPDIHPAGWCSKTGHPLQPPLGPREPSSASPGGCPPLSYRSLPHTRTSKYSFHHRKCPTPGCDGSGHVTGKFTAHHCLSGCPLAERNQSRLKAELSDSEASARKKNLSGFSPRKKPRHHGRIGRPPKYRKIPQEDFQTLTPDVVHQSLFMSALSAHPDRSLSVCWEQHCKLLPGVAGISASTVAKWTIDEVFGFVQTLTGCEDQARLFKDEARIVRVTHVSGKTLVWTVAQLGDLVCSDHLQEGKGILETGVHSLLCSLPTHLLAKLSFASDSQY
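First, the protein-peptide complex forms for 30 min at room temperature (L3MBTL1 50 nM, biotinylated H3K9me1 peptide 75 nM). Next, compounds are pin-transferred and incubated 30 min. Finally, AlphaScreen beads are added and read after 30 min.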
Active calls of the source: *; u = inconclusive; [ ] = dose if it differs, or a comment. % is set by controls: 0 for no effect and ±100 for the full control effect; potency is the fitted concentration of half-maximal effect. This is a subset, so the mix of outcomes need not match the whole.

#	Structure	L3MBTL1 inh
1	O=C(Nc1cc(S(=O)(=O)N2CCOCC2)ccc1Cl)c1cc([N+](=O)[O-])ccc1Cl	-1.6%
2	Cc1c(C(=O)NCC(c2ccco2)N(C)C)oc2c(Cl)cccc12 (stereo not drawn)	-0.9%
3	CN(CC(=O)Nc1cccc(F)c1)C(=O)c1cn(-c2ccccc2)nc1-c1ccc(Cl)cc1	0.2%
4	O=C(COc1ccc(Br)cc1Br)NC1CCS(=O)(=O)C1 (stereo not drawn)	3.2%
5	Cc1ccc2c(c1)CCCN2CC(=O)N(C)c1c(N)n(Cc2ccccc2)c(=O)[nH]c1=O	2.6%
6	C[C@H](C(=O)CC(=O)OC(C)(C)C)[C@H](O)c1ccc(C(F)(F)F)cc1	3.0%
7	O=C(NCc1nnnn1-c1ccc(Cl)cc1)c1ccc(Br)o1	2.8%
8	COc1ccc(CNC(=O)CC(C)c2ccccc2)cc1 (stereo not drawn)	5.8%
9	C=CCOc1ccc2ccccc2c1CNn1c(C)n[nH]c1=S	18.0%
10	CCc1ccccc1NC(=O)CNC(=O)CCc1nc2sc3c(c2c(=O)[nH]1)CCCC3	u
11	Cc1noc(C)c1S(=O)(=O)Nc1ccc2c(c1)CC(=O)N([C@H](C)CO)C[C@H](C)[C@@H](CN(C)CC1CC1)O2	7.5%
12	COCCOC(=O)C1=C(C)NC(=O)NC1c1cccc2ccccc12 (stereo not drawn)	19.1%
13	Cc1ccc(S(=O)(=O)CCC(=O)OCC(=O)NC(C)c2ccccc2)cc1 (stereo not drawn)	2.7%
14	Cc1ccc(NC(=O)COC(=O)COc2ccc3ccc(=O)oc3c2)cc1[N+](=O)[O-]	9.9%
15	O=c1cc(-c2ccccc2)c2c(O)cc(O)cc2o1	5.1%[2.29 µM]
16	CCOCCCn1c(SCC(=O)Nc2ccc(NC(C)=O)cc2)nc2ccccc2c1=O	3.2%
17	O=C(Cc1cccs1)N[C@@H]1c2ccccc2CC[C@H]1OCc1ccccc1	11.2%
18	CCOc1ccc(C(O)(c2ccccc2OC)C(CN2CCCC2)c2ccccc2)cc1 (stereo not drawn)	1.1%
19	COc1ccc(OC)c(/C=C/C(=O)N2CCN(S(=O)(=O)c3cc(C)ccc3C)CC2)c1	8.8%
20	[2H]C([2H])(CCOS(N)(=O)=O)c1ccccc1	2.7%
21	Cc1cc(NC(=O)c2ccc(Cl)cc2)ccc1NC(=O)c1ccccc1Cl	-2.4%
22	CN(CC(=O)Nc1cccc(F)c1)C(=O)c1ccc(COc2ccccc2)cc1	13.5%
23	CC(OC(=O)c1cc2ccccc2[nH]1)C(=O)N(C)c1ccccc1 (stereo not drawn)	-4.7%
24	Cc1ccc(-c2noc(C3CCCN(C(=O)c4ccccc4Br)C3)n2)cc1 (stereo not drawn)	2.2%
25	O=C(Cc1ccccc1Cl)Nc1ccc(S(=O)(=O)N2CCOCC2)cc1	-5.9%
26	CC1(C)CC(=O)C=C(c2cccc3c2sc2ccccc23)C1	10.0%
27	O=C(COC(=O)c1cccnc1Cl)NC12CC3CC(CC(C3)C1)C2	3.0%
28	CC(OC(=O)/C=C/c1ccccc1)C(=O)Nc1ccc(C(N)=O)cc1 (stereo not drawn)	-2.1%
29	CCN(Cc1nc2ccccc2c(=O)[nH]1)C(=O)C1CC(=O)N(c2cccc3ccccc23)C1 (stereo not drawn)	3.1%
30	N#CC1(NC(=O)CSc2nnc(-c3ccccc3F)n2N)CCCCC1	4.3%
31	O=C(CCOc1ccccc1)Nc1ccc(Br)cc1	-5.0%
32	COc1ccc([C@H]2CC(=O)C=C(c3ccc(C)c([N+](=O)[O-])c3)C2)cc1	-11.4%
33	O=C(CSc1nnc(-c2cccs2)n1C1CC1)NCC1CCCO1 (stereo not drawn)	29.3%
34	COc1ccc(NC(=O)N(C)C[C@H]2Oc3c(NC(=O)Nc4ccc(C(F)(F)F)cc4)cccc3C(=O)N([C@H](C)CO)C[C@@H]2C)cc1	-7.5%
35	N#Cc1ccc(C(=O)OCC(=O)Nc2cccnc2Cl)cc1	-0.6%
36	Cc1c(Cl)cccc1NC(=S)NC1CCCC1	-0.9%
37	O=C(COC(=O)c1ccc([N+](=O)[O-])o1)Nc1ccc(Br)cc1F	-6.1%
38	COc1ccc2[nH]c3c(c2c1)CCN1C(=O)C(CC(=O)NC(C)(C)C)C[C@H](C(=O)N2CCCCC2)[C@@]31CCc1ccccc1 (stereo partly drawn)	-1.5%
39	CN(c1ccc(C(=O)COC(=O)C2CC2)cc1)S(C)(=O)=O	8.5%
40	C=CCOc1ccc(/C=C/C(=O)OCC(=O)Nc2c(C)n(C)n(-c3ccccc3)c2=O)cc1	10.5%
41	O=C1NC(Cc2ccc(O)cc2)c2nc3ccccc3c(=O)n2-c2cc(Cl)ccc21 (stereo not drawn)	1.8%
42	Cc1ccc(NS(=O)(=O)c2cc3[nH]c(=O)c(=O)[nH]c3cc2C)c(C)c1	7.7%
43	CCCCn1nc(C(=O)N(C)CC(=O)Nc2cccc(F)c2)c2ccccc2c1=O	-4.9%
44	CCc1ccccc1Nc1nc(N)nc(COC(=O)CCC(=O)c2ccc(F)cc2)n1	-9.6%
45	Cc1ccc(OC(C)C(=O)Nc2ccc3c(c2)n(C)c(=O)n3C)cc1C (stereo not drawn)	0.3%[2.29 µM]
46	COc1ccc(C(=O)NCC2CCCCC2)cc1S(=O)(=O)N1CCOCC1	-2.5%
47	O=C(CCc1ccccc1)NNC(=O)Nc1ccc(Cl)cc1	10.8%
48	O=C(Nc1ccccc1Cl)c1cc2ccccc2o/c1=N\O	2.5%
49	CC(C)CN(C(=O)C1COc2ccccc2O1)c1c(N)n(CC(C)C)c(=O)[nH]c1=O (stereo not drawn)	0.7%
50	COc1cc(-c2noc(C)c2C(=O)NCCc2cccs2)cc(OC)c1OC	5.7%
51	CC(=O)Nc1ccc(S(=O)(=O)N(C)CC(=O)OCC(=O)NCc2ccco2)cc1	-0.7%
52	Cc1ccc(NC(=O)C(=O)NCCCN2CCCC2=O)cc1	9.0%
53	Cc1ccc(NC(=O)CSc2nc(=O)n3cc(C)ccc3n2)c(C)c1	3.7%
54	CCCCCCSc1cc(-c2nc3cnccn3c2NCc2ccccc2)ccc1OC	13.8%
55	NC(=O)C1CCCN(C(=O)c2ccc(-c3cccc(Cl)c3Cl)o2)C1 (stereo not drawn)	4.0%
56	COc1ccc(S(=O)(=O)N2CCN(C(=O)c3cc(C)nc4ccccc34)CC2)cc1OC	2.4%

Overlap with the part before: six compounds, followed by the next part.
#	Structure	L3MBTL1 inh
51	CC(=O)Nc1ccc(S(=O)(=O)N(C)CC(=O)OCC(=O)NCc2ccco2)cc1	-0.7%
52	Cc1ccc(NC(=O)C(=O)NCCCN2CCCC2=O)cc1	9.0%
53	Cc1ccc(NC(=O)CSc2nc(=O)n3cc(C)ccc3n2)c(C)c1	3.7%
54	CCCCCCSc1cc(-c2nc3cnccn3c2NCc2ccccc2)ccc1OC	13.8%
55	NC(=O)C1CCCN(C(=O)c2ccc(-c3cccc(Cl)c3Cl)o2)C1 (stereo not drawn)	4.0%
56	COc1ccc(S(=O)(=O)N2CCN(C(=O)c3cc(C)nc4ccccc34)CC2)cc1OC	2.4%
57	Cc1cccc(NC(=O)CSCC(=O)N2CCN(Cc3ccc4c(c3)OCO4)CC2)c1	4.2%
58	COc1ccc(NC(=O)CN(c2ccccc2F)S(=O)(=O)c2ccc(C)cc2)cc1	2.2%
59	Cc1cc(Cl)ccc1OCCCC(=O)NNC(=O)c1ccncc1	-0.8%
60	COc1ccc(Cl)cc1C(=O)NNC(=O)CSc1nncn1C	14.7%
61	Cc1nnc(-c2ccc(N3CCOCC3)c([N+](=O)[O-])c2)o1	5.2%
62	O=C1Nc2ccccc2C(=O)N2[C@H](c3cccc(Br)c3)[C@@H]3C(=O)N(Cc4ccccc4)C(=O)[C@@H]3[C@H]12	-2.1%
63	O=C(CN1C(=O)NC2(CCCc3ccccc32)C1=O)Nc1ccccc1OC(F)F (stereo not drawn)	-7.2%
64	Cc1ccnc(NC(=O)CNC(=O)c2cccs2)c1	2.8%
65	COCCCN(C(=O)c1ccc(N2CCCC2=O)cc1)c1c(N)n(Cc2ccccc2)c(=O)[nH]c1=O	-5.6%
66	COC(=O)c1ccc(COC(=O)CCNS(=O)(=O)c2ccc(C)c(C)c2)cc1	-2.3%
67	CCOC(=O)C1=C(c2ccccc2)NC(=O)NC1c1cc(OC)c(O)c([N+](=O)[O-])c1 (stereo not drawn)	-0.6%[2.29 µM]
68	Cc1ccc(NC(=O)c2nc[nH]c2C(=O)NCCCCNC(=O)c2[nH]cnc2C(=O)Nc2ccc(C)cc2)cc1	1.2%
69	CC(=O)c1c(C)[nH]c(C(=O)OCC(=O)c2ccc3c(c2)NC(=O)CO3)c1C	3.2%
70	CCOC(=O)C1=CC[C@H]2c3c(c4ccccc4n3C)C(=O)C1N2C(=O)OC(C)(C)C	-2.0%
71	CN1CCN(S(=O)(=O)c2ccc3c(c2)C(C)(C)C(=O)N3C)CC1	-3.1%
72	O=C(Oc1ccc(F)cc1)c1ccc2c(=O)n3c(nc2c1)CCC3	-9.5%
73	CC(OC(=O)c1ccccc1C(=O)N(C)C1CCCCC1)C(=O)NC1(C#N)CCCCC1 (stereo not drawn)	6.3%
74	CCN(CC)c1ccc(C(=O)NNC(=O)CCNC(=O)c2ccccc2)cc1	2.5%
75	COc1ccc(C)cc1S(=O)(=O)NNc1nc(C)cc(C)n1	u
76	Cc1nc(C)c(-c2csc(Nc3ccc(C(=O)O)c(O)c3)n2)s1	3.9%
77	O=C(CS(=O)(=O)c1ccc(F)cc1)Nc1nccs1	-11.4%
78	CCOC(=O)C1=C(C)Nc2ccccc2N/C1=N\S(=O)(=O)c1cccc(Cl)c1	2.9%
79	Cc1nnc(SCC2=C(C(=O)O)N3C(=O)C(NC(=O)COc4ccc(F)cc4)C3SC2)s1 (stereo not drawn)	u
80	Cc1cc(Cl)ccc1OCC(=O)Nc1cccc(S(=O)(=O)N2CCCC2)c1	2.7%
81	C#CCOCCOCCOCCNc1nc(N2CCN(C(=O)[C@H](CCC(=O)O)n3cc(CN)nn3)CC2)nc(N2CCN(C(=O)[C@H](CCC(=O)O)n3cc([C@@H](N)[C@H](C)CC)nn3)CC2)n1	2.0%
82	NC(=O)C1CCCN(C(=O)c2cccc(NC(=O)c3cccs3)c2)C1 (stereo not drawn)	4.6%
83	COC(=O)CCCC(=O)N1CCCC(C(=O)c2ccccc2SC)C1 (stereo not drawn)	7.4%
84	CC1(C)C=C2C(=NN(c3ccccc3)C(N)=C2C#N)CO1	-7.1%
85	Cc1nc2sccn2c(=O)c1S(=O)(=O)NCCc1ccccc1	6.8%
86	Cc1ccc2c(c1)N(C(=O)CCC(=O)NC1CCN(Cc3ccccc3)CC1)CC(C)O2 (stereo not drawn)	-2.2%
87	Cc1ccc(Cn2c(C3CCCN3c3nc(C)cs3)nc3cc(C(F)(F)F)ccc32)cc1 (stereo not drawn)	-8.2%
88	O=C(CCNC(=O)c1ccc(Br)cc1)NCc1ccncc1	0.6%
89	[O-][n+]1c2cc(C(F)(F)F)ccc2c2n1CCN=C2c1ccc(Cl)cc1	u
90	Cc1cc(C)cc(C(=O)NCCN2CCOCC2)c1	-5.1%
91	O=C(CN(Cc1ccco1)C(=O)c1ccccc1F)Nc1ccccc1C(F)(F)F	-11.2%
92	Cc1ccc(SCC(=O)OCC(=O)N(CC(C)C)c2c(N)n(Cc3ccccc3)c(=O)[nH]c2=O)c(C)c1	6.5%
93	O=C(NCc1ccccn1)c1cccc(S(=O)(=O)Nc2ccc(SC(F)F)cc2)c1	-0.9%
94	CC(=O)Nc1ccc(S(=O)(=O)Nc2cccc(-n3c(C)nc4ccccc4c3=O)c2)cc1	6.3%
95	CC1(C)CC(=O)C=C(Nc2ccc3c(c2)CCC3)C1	-9.1%
96	COc1ccc(C2(C)ON(c3ccccc3C(F)(F)F)C2=O)cc1 (stereo not drawn)	3.9%
97	CC(=O)NC1CCCc2c1cnn2-c1ccc(C(C)(C)C)cc1 (stereo not drawn)	2.6%
98	CC(NS(=O)(=O)OCC(Cl)(Cl)Cl)c1ccc(C(C)(C)C)cc1 (stereo not drawn)	20.9%
99	Cc1cc(C(=O)NN=Cc2ccc(OC(=O)c3ccco3)cc2)c(C)o1	-6.6%
100	O=C(Nc1ccccc1N1CCCC1)c1cc(S(=O)(=O)N2CCOCC2)ccc1Cl	0.9%
101	CSc1nc2c(c(=O)[nH]c(=O)n2C)n1Cc1ccccc1	2.9%
102	COc1ccc(S(=O)(=O)N2CCOC2CNC(=O)C(=O)NCCc2ccccc2)cc1OC (stereo not drawn)	-2.8%
103	C=CC[C@@H](CC(=O)N(CCO)Cc1ccccc1)C(=O)N[C@@H](COC(=O)[C@H](CC=C)CC(=O)OC(C)(C)C)Cc1c[nH]c2ccccc12	-15.6%
104	CC(=O)Nc1ccc(C(=O)COC(=O)c2cc(C)oc2C)c(F)c1	1.3%
105	COc1ccc2c(C)c(CC(=O)N3C[C@H]4C[C@@H](C3)c3cccc(=O)n3C4)c(=O)oc2c1OC	1.2%
106	O=C1c2ccc([N+](=O)[O-])cc2C(=O)N1Cc1cccnc1	-10.5%
107	Cc1cccc(NC(=O)c2ccco2)c1C	3.9%
108	O=C(COC(=O)C1CCCCC1)Nc1cccc(Br)c1	5.1%
109	CCOc1ccc(S(=O)(=O)N2CCOCC2)cc1NC(=O)CN1C(=O)NC2(CCCC2)C1=O	11.1%
110	CS(=O)(=O)c1ccc(C(=O)NNC(=O)c2ccccc2-n2cccc2)cc1	6.5%
